Bioassay records deposited in PubChem BioAssay by National Center for Advancing Translational Sciences (NCATS).
Pol kappa inh = DNA polymerase kappa (human) inhibition. AID 588579. Potency, µM (top dose mostly 107 µM), without a hit: at the top dose activity, negative = inhibition, usual class: inhibitors. purified Pol kappa, fluorescent DNA synthesis assay, 10 min. 0.53% of 400,000 active
Target sequence (Q9UBT6 whole entry, looked up): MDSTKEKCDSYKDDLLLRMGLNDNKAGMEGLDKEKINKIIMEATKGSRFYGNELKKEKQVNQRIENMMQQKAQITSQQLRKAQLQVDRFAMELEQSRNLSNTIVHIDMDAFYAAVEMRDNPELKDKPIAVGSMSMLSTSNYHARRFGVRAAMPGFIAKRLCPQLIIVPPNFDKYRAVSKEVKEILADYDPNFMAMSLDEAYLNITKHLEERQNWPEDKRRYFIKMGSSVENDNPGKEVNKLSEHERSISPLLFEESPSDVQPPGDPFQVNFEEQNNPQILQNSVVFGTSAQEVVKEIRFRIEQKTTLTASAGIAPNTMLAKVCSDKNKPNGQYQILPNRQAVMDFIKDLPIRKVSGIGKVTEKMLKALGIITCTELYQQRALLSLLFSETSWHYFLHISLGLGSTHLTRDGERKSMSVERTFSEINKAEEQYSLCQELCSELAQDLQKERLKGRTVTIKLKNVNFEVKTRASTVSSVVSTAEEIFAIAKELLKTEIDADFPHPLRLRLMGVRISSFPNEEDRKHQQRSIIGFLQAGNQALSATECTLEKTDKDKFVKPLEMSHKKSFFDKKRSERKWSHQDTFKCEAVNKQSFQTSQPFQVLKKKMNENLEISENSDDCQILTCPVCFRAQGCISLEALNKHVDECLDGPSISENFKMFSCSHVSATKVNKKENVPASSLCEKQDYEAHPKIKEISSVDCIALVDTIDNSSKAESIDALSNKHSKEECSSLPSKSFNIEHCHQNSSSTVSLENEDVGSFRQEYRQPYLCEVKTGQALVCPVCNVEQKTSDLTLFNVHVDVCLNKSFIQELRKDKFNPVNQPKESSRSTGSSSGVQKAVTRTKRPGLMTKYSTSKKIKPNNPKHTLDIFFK
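10 nM Pol kappa preincubated 15 min at room temperature with compounds, then reaction started with substrate at 50 nM final. Fluorescence read kinetically at 0 and 10 min; buffer-only wells served as negative control.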
APEX1 inh = APE1 (human) endonuclease inhibition; 0.35% of 350,000 active; recombinant APE1, TAMRA/BHQ-2 abasic DNA cleavage fluorescence; P27695; AID 2517; Potency, µM (top dose mostly 65.8 µM), for the others: at the highest dose activity change, negative = inhibition, actives largely listed as inhibitors;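 also: plate controls were vehicle for no effect and reference inhibitor for full effect; nearly all actives have a fitted effect of over 55% in size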
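Quantitative HTS: incision of a TAMRA/BHQ-2 double-stranded substrate bearing a tetrahydrofuran abasic site by 0.75 nM APE1 raises fluorescence. Substrate 50 nM final, added after 15 min compound preincubation at room temperature; progress as third-minus-first kinetic read difference.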
BLM helicase inh = blocks DNA unwinding by human BLM helicase; P54132; recombinant BLM DNA unwinding, fluorescence dequenching; 0.2% of 350,000 active; AID 2528; Potency, µM (titrated, usually from 56.1 µM), for the others: at the highest dose activity change, negative = inhibition, usual class: inhibitors;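 also: plate controls were vehicle for no effect and no enzyme for full effect; nearly all actives have a fitted effect of over 35% in size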
Starred values were filed as active, the others as inactive; ? = inconclusive; & = joins results of further samples; [ ] = another dose, or the depositor's remark. Calls follow the shape of the dose curve; as a rule, active = well fitted curve in the direction sought with a large enough effect; inconclusive = small, poorly fitted or top-dose-only effect, or another doubt; inactive = no such curve, though single readings can be large; an effect the other way counts as inactive or inconclusive. Unless noted, % is scaled to controls: 0 for no effect and ±100 for the full control effect; potency is read from the fitted curve at half-maximal effect.

SMILES	Pol kappa inh	APEX1 inh	BLM helicase inh
CC1Nc2ccc(Cl)cc2S(=O)(=O)N1 (stereo not drawn)	8%[60.1 µM]	9%	4%
C[C@@H](CCCCC(=O)Nc1ccc(C(F)(F)F)cc1)NCCc1cnc[nH]1	-3%[19.4 µM]	-3%	3%
CSCC[C@H](NC(=O)[C@@H]1CCCN1C(=O)[C@H](CCCN=C(N)N)NC(=O)[C@H](CC(C)C)NC(=O)[C@@H]1CCCN1C(=O)[C@@H](NC(=O)[C@@H](N)CCC(N)=O)C(C)C)C(=O)N[C@H](C(=O)N[C@@H](Cc1ccc(O)cc1)C(=O)N[C@@H](CCCCN)C(=O)O)[C@@H](C)O	-18%[60.1 µM]	-2%	3%
CC(=O)N[C@@H](CCCNC(=N)N)C(=O)N[C@H](CC1CCCCC1)C(=O)N[C@@H]1CCC2SC[C@@H](C(=O)N[C@H](CCCNC(=N)N)C(=O)N[C@H](Cc3ccc(Cl)cc3)C(N)=O)N2C1=O (stereo partly drawn)	2%[60.1 µM]	-2%	-13%
O=C(Nc1cccc(Cl)c1)OCC#CCCl	27µM*	1.6µM*	28µM*
CCCCCC(O)c1ccc([C@H]2CCC(=O)[C@@H]2CCCCCCC(=O)O)cc1 (stereo partly drawn)	-15%[60.1 µM]	13%	1%
c1ccc2[nH]c(NCCCc3cnc[nH]3)nc2c1	6%[60.1 µM]	-11%	-7%
Nc1nc2nc(Cl)[nH]c2c(=O)[nH]1	-2%[60.1 µM]	?	2%
CN1CCc2cc3c(cc2[C@@H]1[C@@H]1C(=O)Oc2c1ccc1c2OCO1)OCO3	-3%[19.4 µM]	-1%	2%
Cc1cccc(CNc2nc(-c3ccoc3)nc3ccccc23)c1	-18%[60.1 µM]	?	2%
Cc1noc(C)c1-c1ccc2ncnc(NC3CC3)c2c1	-3%[60.1 µM]	-1%	1%
O=C(NC(NC(=S)Nc1ccc(F)c([N+](=O)[O-])c1)C(Cl)(Cl)Cl)C(c1ccccc1)c1ccccc1 (stereo not drawn)	-17%[60.1 µM]	-7%&-12%	-10%&-8%
CC[C@H](C)[C@H](NC(=O)[C@H](C)NC(=O)[C@@H](N)C(C)C)C(=O)N[C@H](C(=O)N[C@H](C(=O)N[C@@H](CC(C)C)C(=O)N[C@H](C(=O)N[C@@H](CCCCN)C(=O)O)C(C)C)C(C)C)[C@@H](C)O	-6%[60.1 µM]	-2%	-4%
NC(=O)NCC(N)C(=O)O (stereo not drawn)	0%[60.1 µM]	4%	6%
CC(C)=CCc1c(O)cc(O)c2c1O[C@H](c1ccccc1)CC2=O	-10%[19.4 µM]	-5%	-6%
c1ccc(COC[C@@H]2CO2)cc1	12%[60.1 µM]	18%	4%
COc1cc(O)cc(OC)c1OC	-3%[60.1 µM]	14%	-2%
CC[C@H](C)[C@H](NC(=O)[C@H](Cc1ccc(O)cc1)NC(=O)[C@H](Cc1cnc[nH]1)NC(=O)[C@H](CCCNC(=N)N)NC(=O)[C@H](CC(C)C)NC(=O)[C@H](C)NC(=O)[C@@H](N)CO)C(=O)N[C@@H](CC(N)=O)C(=O)N[C@@H](CC(C)C)C(=O)N[C@H](C(=O)N[C@H](C(=O)N[C@@H](CCCNC(=N)N)C(=O)N[C@@H](CCC(N)=O)C(=O)N[C@@H](CCCNC(=N)N)C(=O)N[C@@H](Cc1ccc(O)cc1)C(N)=O)[C@@H](C)O)[C@@H](C)CC	7%[60.1 µM]	0%	25%
CN1CCN(c2nc(-c3cccc(NS(C)(=O)=O)c3)nc3ccccc23)CC1	-3%[60.1 µM]	-3%	42%[activator]
CC[C@H](C)[C@H](NC(=O)[C@H](CC(=O)O)NC(=O)[C@H](CC(C)C)NC(=O)[C@H](Cc1cnc[nH]1)NC(=O)[C@H](C)NC(=O)[C@H](Cc1ccccc1)NC(=O)[C@H](Cc1ccc(O)cc1)NC(=O)[C@@H](NC(=O)[C@H](C)NC(=O)[C@H](CCC(=O)O)NC(=O)[C@H](CCC(=O)O)NC(=O)[C@H](CC(=O)O)NC(=O)CCC(=O)O)C(C)C)C(=O)N[C@H](C(=O)N[C@@H](Cc1c[nH]c2ccccc12)C(=O)O)[C@@H](C)CC	-8%[60.1 µM]	0%	-1%

BLM helicase inh, what is marked active above.
SMILES	Pol kappa inh	APEX1 inh	BLM helicase inh
O=C(Nc1cccc(Cl)c1)OCC#CCCl	27µM*	1.6µM*	28µM*

Laid out differently: results already given
canonical_smiles: CC(=O)N[C@@H](CCCNC(=N)N)C(=O)N[C@H](CC1CCCCC1)C(=O)N[C@@H]1CCC2SC[C@@H](C(=O)N[C@H](CCCNC(=N)N)C(=O)N[C@H](Cc3ccc(Cl)cc3)C(N)=O)N2C1=O (stereo partly drawn)
  Pol kappa inh: 2%[60.1 µM] | APEX1 inh: -2% | BLM helicase inh: -13%

canonical_smiles: CSCC[C@H](NC(=O)[C@@H]1CCCN1C(=O)[C@H](CCCN=C(N)N)NC(=O)[C@H](CC(C)C)NC(=O)[C@@H]1CCCN1C(=O)[C@@H](NC(=O)[C@@H](N)CCC(N)=O)C(C)C)C(=O)N[C@H](C(=O)N[C@@H](Cc1ccc(O)cc1)C(=O)N[C@@H](CCCCN)C(=O)O)[C@@H](C)O
  Pol kappa inh: -18%[60.1 µM] | APEX1 inh: -2% | BLM helicase inh: 3%

canonical_smiles: O=C(NC(NC(=S)Nc1ccc(F)c([N+](=O)[O-])c1)C(Cl)(Cl)Cl)C(c1ccccc1)c1ccccc1 (stereo not drawn)
  Pol kappa inh: -17%[60.1 µM] | APEX1 inh: -7%&-12% | BLM helicase inh: -10%&-8%

canonical_smiles: Cc1noc(C)c1-c1ccc2ncnc(NC3CC3)c2c1
  Pol kappa inh: -3%[60.1 µM] | APEX1 inh: -1% | BLM helicase inh: 1%

An excerpt of these results, with bars between the fields:
Structure | Pol kappa inh | APEX1 inh | BLM helicase inh
c1ccc(COC[C@@H]2CO2)cc1 | 12%[60.1 µM] | 18% | 4%
COc1cc(O)cc(OC)c1OC | -3%[60.1 µM] | 14% | -2%

(list continues)
SMILES	Pol kappa inh	APEX1 inh	BLM helicase inh
COC(=O)C1=CO[C@@H](C)[C@@H]2CN3CCc4c([nH]c5ccccc45)[C@@H]3C[C@H]12	?	-5%	-20%
CC(C)C[C@H](NC(=O)[C@H](Cc1c[nH]c2ccccc12)NC(=O)[C@H](CCCCN)NC(=O)CNC(=O)[C@H](CC(C)C)NC(=O)[C@H](CO)NC(=O)[C@@H](N)Cc1cnc[nH]1)C(=O)NCC(=O)N[C@@H](Cc1cnc[nH]1)C(=O)N1CCC[C@H]1C(=O)N[C@@H](CC(=O)O)C(=O)N[C@@H](CCCCN)C(=O)N[C@@H](Cc1ccccc1)C(=O)O	14%[60.1 µM]	2%	0%
C=CN1CCCC1=O	14%[60.1 µM]	2%	0%
Nc1nc2c(nc(Br)n2[C@@H]2O[C@H]3COP(=O)(O)O[C@H]3[C@@H]2O)c(=O)[nH]1	-10%[19.4 µM]	2%	-1%
CN(Cc1ccco1)c1cc(-c2ccccc2Cl)ncn1	?	-4%	-4%
CC(=O)OC1CCC2(C)C3CCC4(C)C(CC5CCCCC54C(C)=O)C3CC(=O)[C@@]2(O)C1 (stereo partly drawn)	-9%[19.4 µM]	-1%	-3%
O=c1cc(-c2ccccc2O)oc2cc(O)cc(O)c12	-4%[19.4 µM]	-3%	3%
COc1cc(-c2oc3cc(O)ccc3c(=O)c2O)ccc1O	-10%[60.1 µM]	-3%	-2%
c1ccc(Nc2ncnc3ccc(-c4cccnc4)cc23)cc1	1%[60.1 µM]	-1%	4%
Cc1ccnc(N)c1	-7%[19.4 µM]	-9%	1%
CC1(C)C[C@@H]2C(=O)CCC3O[C@@]3(C)CCC21 (stereo partly drawn)	-13%[60.1 µM]	0%	2%
COc1ccc2[nH]cc(CCNc3nc(-c4ccccc4CN(C)C)nc4ccccc34)c2c1	-12%[60.1 µM]	-4%	7%
CC(C)CC(N)C(=O)NC(C)C(=O)O (stereo not drawn)	-8%[60.1 µM]	0%	2%
Cc1cccc(CNc2ncncc2-c2cccc(NS(C)(=O)=O)c2)c1	0%[60.1 µM]	-3%	4%
Cc1noc(C)c1-c1nc(Nc2ccncc2)c2ccccc2n1	-6%[60.1 µM]	-8%	-6%
O=c1c(-c2ccc(O)cc2)coc2cc(O[C@@H]3O[C@H](CO)[C@H](O)[C@H](O)[C@H]3O)ccc12	14%[60.1 µM]	-1%	-3%
CCCCCC[C@@H](O)C/C=C\CCCCCCCC(=O)O	5%[19.4 µM]	-4%	0%&0%
CN(C)c1ccc(-c2nc(NCc3cccnc3)c3ccccc3n2)cc1	?	-2%	16µM*
COc1ccco1	17%[60.1 µM]	-6%	-2%
O=C(O)C1(O)CC(O)C(O)C(O)C1 (stereo not drawn)	-2%[60.1 µM]	1%	3%
O=C(O)CCC/C=C\C[C@@H]1CO[C@H](C(F)(F)F)O[C@@H]1c1ccccc1O	-2%[19.4 µM]	-7%	2%

A portion of the library, so the mix of outcomes need not match the whole.
